esBAF inh – Bmi1 luciferase reporter increase in mESCs, primary screen, esBAF inhibitor project, mouse ES cells, Bmi1 luciferase knock-in, single point; 24 h; 100% = twice the neutral-well signal; reporter increase, % at 12.5 µM; 350,000 compounds, 2% hits; AID 602393, 2012; in the data active means activation above about 40%; inconclusive means no clear call, values can overlap the other calls;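 further: 0% = median of the plate's neutral control wells and 100% = double that signal; a rise in the Bmi1 reporter signal indicates esBAF inhibition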
Cneo AK release – Cryptococcus neoformans cell lysis inducers, primary screen, AK release luminescence, single concentration; 360,000 compounds, 0.2% hits; C. neoformans lysis, adenylate kinase release luminescence, 4 h; normalised: neutral wells 0, clomiphene wells 100; lysis activity, % at 15 µM;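 active means mean lysis activity across replicates of at least 80%, whatever share of replicates individually reach that level; inactive means mean lysis activity below 80%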
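Assay system: C. neoformans cells. Amount: yeast cell density of 5 × 10^6 cells/mL. Technique: AK luminescence. Buffer or medium: YPD. Times: static 4 h at 37 °C with compound, 1 h detection. Dosing: single-point compound dose. Read-out: lysis from increased AK signal.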
miR-122 sensor – miR-122 Renilla sensor signal increase in Huh7, primary screen, miR-122 inhibitor project, cell-based, single point, plate reader; 340,000 compounds, 0.3% hits; activation (reporter increase), % at 12.5 µM; Huh7 miR-122 Renilla luciferase sensor, 48 h; neutral wells = 0, positive control = 100; AID 602342, 2012;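 active means mean replicate activation score at least 90 and every replicate individually at or above 90; inconclusive means only one of the two criteria met; inactive means neither criterion met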;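 further: higher luciferase means less miR-122 activity so hits act as miR-122 inhibitors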
Statin myotox sup – suppressors of statin myotoxicity in C2C12 myotubes, primary screen, cell-based, single point, plate reader | C2C12 myotubes + simvastatin, ATP luminescence, 48 h; scaled: DMSO 0, geranylgeraniol control 100 | rescue of ATP level, % at 7.49 µM | 330,000 compounds, 0.78% hits | AID 602340, 2012;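 active means mean ATP rescue above about 67%, or every replicate alone reaching that limit, limit read from the data, passing the limit was not always enough; inconclusive means no clear call, values can overlap the other calls; inactive means mean under the limit and some replicate under it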;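 further: myotubes were challenged with 10 µM simvastatin during compound exposure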
SIRT5 block – SIRT5 desuccinylase inhibitors, primary screen, biochemical, fluorescence imaging, single point, set 5; Purified SirT5, succinyl-peptide AMC, trypsin-coupled fluorescence; NAD-dependent protein deacylase sirtuin-5, mitochondrial (Homo sapiens), Q9NXA8; inhibition, % at 15 µM; 330,000 compounds, 1.1% hits; in the data active means inhibition above about 15%; inconclusive means no clear call, values can overlap the other calls
Target sequence (Q9NXA8 whole entry, looked up): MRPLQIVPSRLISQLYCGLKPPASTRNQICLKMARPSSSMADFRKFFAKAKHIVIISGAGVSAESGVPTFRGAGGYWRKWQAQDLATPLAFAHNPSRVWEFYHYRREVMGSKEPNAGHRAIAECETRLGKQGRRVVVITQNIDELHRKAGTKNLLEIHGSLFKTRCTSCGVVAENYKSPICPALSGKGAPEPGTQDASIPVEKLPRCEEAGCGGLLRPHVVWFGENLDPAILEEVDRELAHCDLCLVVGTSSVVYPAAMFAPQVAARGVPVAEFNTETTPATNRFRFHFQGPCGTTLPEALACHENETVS
ERp5 block – inhibitors of ERp5-driven insulin aggregation, primary screen, biochemical, turbidity, absorbance 650 nm, single point; Protein disulfide-isomerase A6 (Homo sapiens), Q15084; 90 min; inhibition, % at 9.99 µM; 350,000 compounds, 0.05% hits; AID 651711, 2012;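 active means mean replicate inhibition above about 25%, with every replicate also reaching it, limit read from the data, passing the limit was not always enough; inconclusive means only one of those two criteria met; inactive means neither criterion met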
Target sequence (Q15084 whole entry, looked up): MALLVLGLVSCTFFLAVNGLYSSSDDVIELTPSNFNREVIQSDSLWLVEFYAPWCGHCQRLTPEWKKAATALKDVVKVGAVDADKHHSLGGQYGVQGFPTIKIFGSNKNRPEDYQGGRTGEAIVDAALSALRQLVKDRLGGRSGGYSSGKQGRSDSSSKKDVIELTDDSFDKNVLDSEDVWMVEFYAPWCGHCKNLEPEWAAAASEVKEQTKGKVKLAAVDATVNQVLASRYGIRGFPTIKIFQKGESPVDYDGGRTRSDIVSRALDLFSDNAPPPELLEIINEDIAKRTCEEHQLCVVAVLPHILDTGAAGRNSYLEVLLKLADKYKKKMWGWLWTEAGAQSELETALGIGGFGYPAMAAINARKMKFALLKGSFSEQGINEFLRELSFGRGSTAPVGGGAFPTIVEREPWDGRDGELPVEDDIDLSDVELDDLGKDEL
ARNT TACC3 PPI – disruptors of ARNT/TACC3 protein interaction, primary screen, biochemical, AlphaScreen, single concentration; Transforming acidic coiled-coil-containing protein 3 (Homo sapiens), Q9Y6A5; AlphaScreen His-ARNT PAS-B/GST-TACC3 binding, luminescence; TACC3 fragment carries E629A point mutation; inhibition, % at 9.99 µM; 390,000 compounds, 0.66% hits;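 active means mean inhibition of replicates at least 50% and at least half of replicates each reaching 50%; inconclusive means half or more replicates reach 50% but mean below 50%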;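 further: 0% = complete ARNT plus TACC3 wells and 100% = ARNT alone without TACC3; many hits fall short of the cut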
* hit, by the source's call; u = inconclusive; x = not tested or not shown; & = joins results of further samples; [ ] = dose if it differs, or a comment.

SMILES	esBAF inh	Cneo AK release	miR-122 sensor	Statin myotox sup	SIRT5 block	ERp5 block	ARNT TACC3 PPI
Cc1ccc(-c2nnc(N3CCN(C(=O)CN4CCOCC4)CC3)c3ccccc23)cc1	-9.0	-0.3	6.2	-7.2	x	x	-2.2
CC[C@]1(c2ccccc2OC)C(=O)N(C(=O)OC)N1C(=O)OC	7.7	-0.2	-4.6	1.0	x	-19.6	-35.4
CCOC(=O)N1CCC(N2CCN(S(=O)(=O)c3ccc(Cl)cc3)CC2)CC1	-14.3	1.3	-7.2	0.0	x	x	-28.3
CCCC(O)C#Cc1cnc2c(c1)C(=O)N([C@H](C)CO)C[C@H](C)[C@H](CN(C)C(=O)Nc1ccc(F)cc1)O2 (stereo partly drawn)	-0.3	1.3	0.9[16.7 µM]	-22.0	1.8	-6.6	5.4
Fc1ccc(NC(=S)Nc2cccnc2)c(Cl)c1	x	x	x	x	-0.1	5.4	-10.9
C[C@@H](O)C#Cc1cnc2c(c1)C(=O)N([C@@H](C)CO)C[C@H](C)[C@@H](CN(C)C(=O)Nc1ccc(C(F)(F)F)cc1)O2	-4.7	-10.4	x	4.7	9.3	2.9	x
O=c1/c(=C\c2cccn2-c2ccccc2)sc2nc3ccccc3n12	6.1	-2.4	-0.3	-13.0	x	x	-1.9
COC(=O)C1=C(C(=O)OC)[C@@H]2N(C)c3ccc(OC)cc3[C@@]23C[C@@H](C(=O)OC)N(C(=O)c2ccco2)C3=N1	x	0.6	-5.0	x	x	5.3	-3.8
CCc1cc(=O)oc2c(C)c(OCC(=O)NCCCN3CCCC3=O)ccc12	-4.0	1.0	-5.5	-1.2	-11.5	3.4	x
C[C@@H]1CN([C@@H](C)CO)C(=O)Cc2cc(NS(=O)(=O)c3ccc(Cl)cc3)ccc2O[C@H]1CN(C)CC1CCCCC1	3.8	6.0	-23.5[16.7 µM]	42.0	5.5	0.0	5.5
Cc1c(CN(C)CCc2ccccc2)c(=O)n(-c2ccccc2)n1C	-8.5	1.9	-1.9	5.0	2.2	1.3	-5.7
O=C(Nc1c(-c2ccc3c(c2)OCO3)[nH][nH]c1=O)c1ccc2c(c1)OCO2	3.3	-10.6	-2.4	2.2	-0.9	16.4	x
C[C@@H]1CCCCO[C@@H](CN(C)C)[C@@H](C)CN([C@H](C)CO)C(=O)c2cc(NC(=O)C3CCCCC3)ccc2O1	0.9	46.0	4.4[16.7 µM]	40.4	0.2	3.6	-3.7
CC(=O)N(NC(=O)c1ccccc1Cl)C1CC(=O)N(c2ccc(C)cc2)C1=O (stereo not drawn)	-5.3	12.6	x	-6.3	x	x	46.6*
C[C@@H]1CN([C@@H](C)CO)C(=O)c2cc(NC(=O)c3ccccc3)ccc2O[C@@H](C)CCCCO[C@H]1CN(C)C(=O)c1ccncc1	-6.4	2.4	2.9[16.7 µM]	x	-0.9	-4.3	-8.4
O=C(CSc1nc(C(F)(F)F)cc(=O)[nH]1)NCc1ccc2c(c1)OCO2	-3.2	x	-0.2	16.6	-2.1	2.9	-1.8
COc1ccc(Cl)cc1NC(=O)CN(C)C(=O)C12CC3CC(CC(Cl)(C3)C1)C2	-11.6	2.4	-4.5	-19.3	-0.9	8.8	2.2
CCCn1nnc(NC(=S)NC(=O)C(C)(C)C)n1	x	3.8	1.4	x	0.5	5.7	-1.5
O=C(Nc1ccc2c(c1)OCCO2)c1ccccc1F	-30.0	-3.1	-0.5	-9.2	x	x	11.0
COc1ccc(OCc2nnc(SCC(=O)Nc3ccc(C)cc3)o2)cc1	-4.4	5.7	-4.8	-4.9	-4.6	-2.4	9.3
CC1CCN(S(=O)(=O)c2cccc(C(=O)NC3CCS(=O)(=O)C3)c2)CC1 (stereo not drawn)	5.1	-0.9	4.5	-0.7	x	1.1	x
COc1cccc(OC)c1C(=O)N1CCNCC1	-3.8	0.3	x	5.7	-5.9	-1.2	-25.5
CCCOc1ccccc1NC(=O)c1ccc(N)cc1	0.6	-2.0	3.1	2.1	x	x	-9.7
O=C(Nc1nnc([C@@H]2C[C@H](O)[C@@H](CO)O2)s1)Nc1ccccc1F	6.0	6.1	0.3	-0.4	-2.0	-6.6	x
CCn1nc(NS(=O)(=O)c2ccccc2)c2cc3ccccc3nc21	-0.5	5.1	-7.0	14.6	-6.3	-3.5	1.0

The closing 5 records of the section before lead into the next.
SMILES	esBAF inh	Cneo AK release	miR-122 sensor	Statin myotox sup	SIRT5 block	ERp5 block	ARNT TACC3 PPI
CC1CCN(S(=O)(=O)c2cccc(C(=O)NC3CCS(=O)(=O)C3)c2)CC1 (stereo not drawn)	5.1	-0.9	4.5	-0.7	x	1.1	x
COc1cccc(OC)c1C(=O)N1CCNCC1	-3.8	0.3	x	5.7	-5.9	-1.2	-25.5
CCCOc1ccccc1NC(=O)c1ccc(N)cc1	0.6	-2.0	3.1	2.1	x	x	-9.7
O=C(Nc1nnc([C@@H]2C[C@H](O)[C@@H](CO)O2)s1)Nc1ccccc1F	6.0	6.1	0.3	-0.4	-2.0	-6.6	x
CCn1nc(NS(=O)(=O)c2ccccc2)c2cc3ccccc3nc21	-0.5	5.1	-7.0	14.6	-6.3	-3.5	1.0
CCn1c(O)c(N=NC(=O)CNC(=O)c2cccnc2)c2ccccc21	1.0	0.4	0.4	4.5	x	3.9	x
CCOC(=O)Cn1c(-c2ccc(OC)cc2)c(-c2ccc(OC)cc2)nnc1=O	0.8	-3.5	-0.1	-4.4	2.2	-8.3	1.2
CC1=NNC(=O)C1CC(=O)N/N=C(\C)c1ccco1 (stereo not drawn)	x	x	x	x	-2.8	-0.1	-3.6
COc1cc(OC)c(OC)cc1/C=C1\CCC(C2CCCC2)C1=O (stereo not drawn)	-6.9	3.3	15.3	-2.2	14.1	6.2	16.6
C[C@H](CO)N1C[C@H](C)[C@H](CN(C)C)OCCCC[C@H](C)Oc2ccc(NS(=O)(=O)c3ccc(Cl)cc3)cc2C1=O	3.1	-2.0	-6.6[16.7 µM]	18.9	-2.9	3.6	0.8
CCC(=O)Nc1ccc2c(c1)OC[C@H](C)N(C(=O)NC(C)C)C[C@H](C)[C@H](OC)CN(C)C2=O	-4.2	-6.0	8.5[16.7 µM]	5.5	-0.6	-2.4	-2.2
C[C@@H]1CCCCO[C@@H](CN(C)C)[C@H](C)CN([C@H](C)CO)C(=O)c2cc(NC(=O)NC3CCCCC3)ccc2O1	-5.9	-0.5	0.3[16.7 µM]	-9.7	-1.7	-2.8	1.4
C[C@H]1CCCCO[C@H](CN(C)C(=O)c2ccncc2)[C@@H](C)CN([C@@H](C)CO)C(=O)c2cc(NS(=O)(=O)c3ccccc3)ccc2O1	-4.1	1.3	13.6[16.7 µM]	x	-1.8	3.1	-0.7
O=C(c1ccccc1)N(Cc1ccccc1)Cc1ccccc1	-7.3	1.4	x	27.5	0.5	1.1	-1.8
Cc1cc(Br)c(NC(=O)CN(C)CCOc2ccccc2)c(Br)c1	x	x	x	x	0.2	5.1	0.2
O=C(NC1CCN(Cc2ccccc2)CC1)c1ccc(Cn2c(=S)[nH]c3ccc(N4CCOCC4)cc3c2=O)cc1	31.4	2.7	-12.0	-9.8	-3.2	-0.3	6.0
C[C@@H]1CCCCO[C@H](CN(C)Cc2ccc(C(=O)O)cc2)[C@H](C)CN([C@@H](C)CO)C(=O)c2cc(NC(=O)Nc3ccccc3)ccc2O1	-3.2	1.6	11.0[16.7 µM]	x	2.9	1.0	-0.3
COc1ccc(OC)c(NC(=O)c2sc3nc(Cc4ccccc4)cc(C(F)(F)F)c3c2N)c1	-2.3	-0.2	-5.7	-7.8	x	x	-26.8
Cc1ccc(NC(=O)c2ccc(S(=O)(=O)NCc3ccco3)cc2)nc1	x	3.4	x	x	-0.4	-4.1	-4.1
Cc1ccc(CN2C(=O)CCC2C(=O)NC2CCCC2)cc1 (stereo not drawn)	3.3	-1.2	-4.6	-8.2	x	x	-14.4
CCN1CCN(S(=O)(=O)c2cccc(S(=O)(=O)N3CCOCC3)c2)CC1	x	x	x	x	0.2	-1.5	-3.4
Cc1ccc(-n2c(CNc3ccc(F)cc3)nnc2SCC(=O)O)cc1	x	8.2	-1.4	x	x	u	x
NC(=O)NC1NC(=O)NC1=O (stereo not drawn)	1.7	5.6	0.3	4.2	2.0	0.5	-4.4
Cc1ccc(C(C)C)cc1OCCn1cncn1	7.6	2.3	-2.1	-1.7	0.0	0.1	0.8
O=C(c1ccccc1S(=O)(=O)NCc1ccccc1)N1CCCC1	4.5	1.1	-18.6	-9.0	x	10.6	1.8
C=CCc1ccccc1OCC(O)CN1CCN(Cc2ccc3c(c2)OCO3)CC1 (stereo not drawn)	6.2	1.4	1.3&-5.0	20.6	-0.7	-0.8	-2.2&4.4
O=C(CN1CCOCC1)N[C@@H]1CC[C@@H](CCNC(=O)C2CCCC2)O[C@@H]1CO	-6.5	-1.1	20.3[16.7 µM]	-2.5	5.0	-2.8	7.8
C[C@@H]1CCCCO[C@H](CN(C)C)[C@H](C)CN([C@H](C)CO)C(=O)c2cc(NC(=O)CCCN(C)C)ccc2O1	-7.7	x	4.8[16.7 µM]	1.2	x	x	x
Nc1nnc(COc2ccccc2)s1	0.7	2.7	0.0	-0.8	x	x	-3.2
C[C@H]1CN([C@@H](C)CO)S(=O)(=O)c2ccc(C#CCN(C)C)cc2O[C@H]1CN(C)C(=O)CC1CC1	6.7	0.1	-8.2[16.7 µM]	7.7	10.4	-6.3	0.4
Next part:
SMILES	esBAF inh	Cneo AK release	miR-122 sensor	Statin myotox sup	SIRT5 block	ERp5 block	ARNT TACC3 PPI
O=C(CSc1nnc(COc2cccc3ccccc23)o1)N1CCN(C(=O)c2ccco2)CC1	5.8	-4.1	1.7	27.0	x	x	-0.2
O=C(Nc1ccccc1C(=O)O)c1cccc(NC(=O)c2ccccc2Cl)c1	-7.9	-0.4	-4.1	6.0	0.5	-0.3	2.1
Cc1ccc(S(=O)(=O)N(C)c2c(C)ccc(S(=O)(=O)N3CCN(C=O)CC3)c2C)cc1	x	x	x	x	-3.0	-1.7	-0.7
O=C(C[C@@H]1CC[C@H]2[C@@H](COC[C@H](O)CN2C(=O)Nc2ccc(Cl)c(Cl)c2)O1)NC1CCC1	-1.8	-1.0	-9.5[16.7 µM]	-19.1	-1.0	1.6	4.1
Cc1ccc(S(=O)(=O)N(C)C[C@@H]2Oc3ccc(NC(=O)c4ccncc4)cc3CC(=O)N([C@@H](C)CO)C[C@@H]2C)cc1	0.2	-0.4	-0.7[16.7 µM]	-13.3	-1.7	6.1	-7.6
O=[N+]([O-])c1ccc(N2CCCCC2)c(Cl)c1N1CCCCC1	-2.9	16.2	-1.9	24.4	x	x	17.5
COC(=O)Nc1ccc2c(c1)N(C(=O)CCN1CCN3CCCC3C1)c1ccccc1CC2 (stereo not drawn)	-0.7	-0.3	9.2	5.9	-2.6	1.7	-4.2

Two entries drawn at random from the list so far, as already listed:
SMILES	esBAF inh	Cneo AK release	miR-122 sensor	Statin myotox sup	SIRT5 block	ERp5 block	ARNT TACC3 PPI
O=C(C[C@@H]1CC[C@H]2[C@@H](COC[C@H](O)CN2C(=O)Nc2ccc(Cl)c(Cl)c2)O1)NC1CCC1	-1.8	-1.0	-9.5[16.7 µM]	-19.1	-1.0	1.6	4.1
Cc1ccc(S(=O)(=O)N(C)C[C@@H]2Oc3ccc(NC(=O)c4ccncc4)cc3CC(=O)N([C@@H](C)CO)C[C@@H]2C)cc1	0.2	-0.4	-0.7[16.7 µM]	-13.3	-1.7	6.1	-7.6

High-throughput results as filed in PubChem BioAssay.
